# CHT PAM: allosteric activators of human choline transporter CHT | CHT-expressing cells, membrane potential dye, choline EC20; active compounds read high; LV-AA mutant CHT in HEK293 cells | B-score at 10 µM | 310,000 compounds, 0.49% hits | Q9GZV3;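 active means initial fluorescence not abnormally high and integrated response B-score, plate-corrected, over 3 SD above library mean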
# Target sequence (Q9GZV3 whole entry, looked up): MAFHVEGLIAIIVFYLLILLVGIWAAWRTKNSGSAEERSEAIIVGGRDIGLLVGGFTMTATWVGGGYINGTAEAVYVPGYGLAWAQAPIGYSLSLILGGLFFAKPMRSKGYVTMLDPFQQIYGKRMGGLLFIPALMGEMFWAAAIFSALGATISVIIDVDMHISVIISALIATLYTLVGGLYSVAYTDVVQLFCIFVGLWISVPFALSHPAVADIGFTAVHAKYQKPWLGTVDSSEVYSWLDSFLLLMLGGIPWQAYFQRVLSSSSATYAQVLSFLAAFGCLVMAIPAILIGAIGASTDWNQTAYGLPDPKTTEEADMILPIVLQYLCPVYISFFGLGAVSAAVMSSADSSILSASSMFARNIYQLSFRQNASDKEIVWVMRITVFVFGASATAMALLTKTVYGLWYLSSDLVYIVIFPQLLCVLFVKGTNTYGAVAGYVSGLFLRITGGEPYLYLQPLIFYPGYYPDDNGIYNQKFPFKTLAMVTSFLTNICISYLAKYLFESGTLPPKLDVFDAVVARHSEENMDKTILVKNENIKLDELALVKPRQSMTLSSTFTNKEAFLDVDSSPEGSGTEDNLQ
# OX1R antagonist: antagonists of human orexin 1 receptor; O43613; CHO/OX1R cells, Fluo-8 calcium fluorescence, orexin A; inhibition, % at 5 µM; 330,000 compounds, 0.43% hits;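 active means inhibition above its plate's threshold, mean inhibition of all tested compounds on the plate plus 3 SD, cut at about 37% in these data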;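 further: 0% = orexin A challenge wells and 100% = SB-334867-A antagonist wells; not every result past the cut was called active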
# Target sequence (O43613 whole entry, looked up): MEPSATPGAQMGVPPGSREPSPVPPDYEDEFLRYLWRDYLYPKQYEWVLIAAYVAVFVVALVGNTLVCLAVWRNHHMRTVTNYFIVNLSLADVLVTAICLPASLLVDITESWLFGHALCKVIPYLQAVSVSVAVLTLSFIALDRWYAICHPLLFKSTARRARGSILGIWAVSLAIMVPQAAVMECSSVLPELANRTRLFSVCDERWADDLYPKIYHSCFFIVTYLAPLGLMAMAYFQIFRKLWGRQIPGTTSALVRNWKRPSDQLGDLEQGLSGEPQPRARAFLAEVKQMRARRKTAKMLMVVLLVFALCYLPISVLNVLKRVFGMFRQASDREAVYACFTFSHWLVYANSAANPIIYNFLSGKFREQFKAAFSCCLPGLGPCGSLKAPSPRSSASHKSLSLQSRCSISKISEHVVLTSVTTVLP
# The depositor's hits bear a star; i = inactive; / = no result given.
SMILES,CHT PAM,OX1R antagonist
COc1ccc(C(C)=O)cc1COc1ccc(-n2cnnn2)cc1,i,-13
COc1ccc(CCNC(=O)CCCc2nnc3n(C)c(=O)c4sccc4n23)cc1OC,i,-6
Cc1cc(C)n2nc(CCCO)nc2n1,i,0
CCN(CC)c1nc2c(c(=O)[nH]c(=O)n2C)n1CCOc1ccccc1,i,-10
CN1CCN(c2ccc(NC(=O)c3ccc4c(c3)OCCO4)cc2Cl)CC1,i,-1
COc1ccc(C(=O)Nc2nc(-c3cccs3)cs2)cc1,i,-7
CC1=CCC(COC(=O)Nc2ccccc2)CC1 (stereo unspecified),i,-37
COc1ccc(OC)c(-c2nnc3n2N=C(c2ccc(OC)c(OC4CCOC4)c2)CS3)c1 (stereo unspecified),/,-16
O=C(CCS(=O)(=O)c1ccc(Cl)cc1)Nc1ccc(F)cc1,i,-18
Oc1c(/C=N/c2ccccn2)sc2ccccc12,i,-14
O=C(O)Cc1ccc(NC(=O)c2ccc(Cl)c(Cl)c2)cc1,i,-9
COc1ccc(C2CC(=O)C3=C(C2)Nc2ccccc2N(C(C)=O)C3c2ccco2)cc1 (stereo unspecified),i,-4

# Taken from the listing for reference:
SMILES,CHT PAM,OX1R antagonist
COc1ccc(C(C)=O)cc1COc1ccc(-n2cnnn2)cc1,i,-13
COc1ccc(CCNC(=O)CCCc2nnc3n(C)c(=O)c4sccc4n23)cc1OC,i,-6
Cc1cc(C)n2nc(CCCO)nc2n1,i,0
CCN(CC)c1nc2c(c(=O)[nH]c(=O)n2C)n1CCOc1ccccc1,i,-10
CN1CCN(c2ccc(NC(=O)c3ccc4c(c3)OCCO4)cc2Cl)CC1,i,-1

# The list continues.
SMILES,CHT PAM,OX1R antagonist
O=C(COC(=O)c1cc(-c2cccs2)nc2ccccc12)NC1CCS(=O)(=O)C1 (stereo unspecified),i,42*
N#Cc1c(-c2ccncc2)c2c([nH]c1=O)-c1ccccc1OC2,i,-16
O=C(Cn1cnc2c(nnn2Cc2ccc(F)cc2)c1=O)NCc1ccco1,i,-33
CCSc1nnc(CNC(=O)C23CC4CC(CC(C4)C2)C3)n1C1CCCCC1,i,-1
COc1cccc(-c2nnc(NC(C)=O)o2)c1,i,-1
Nc1c(C(=O)N/N=C/c2cccnc2)cnn1-c1ccccc1,i,-2
CC(=O)C1=C(O)C(=O)N(CCCn2ccnc2)C1c1ccc(Cl)cc1 (stereo unspecified),i,-8
CCOC(=O)c1sc2nc(CSCC(=O)OCc3ccc(C(=O)OC)o3)[nH]c(=O)c2c1C,i,-18
O=C(COc1ccc2c(c1)C(=O)CC1(CCCCC1)O2)NCc1ccccn1,i,-15
COc1ccc(NC(=O)CSc2nnc(CCC(=O)Nc3ccc(C)c(Cl)c3)n2C)cc1,i,-19
O=S(=O)(/C=C/c1ccccc1)Nc1ccc2c(c1)OCO2,i,-4
c1ccc2sc(N3CCCN(Cc4nc(-c5cnccn5)no4)CC3)nc2c1,i,-22
COc1cc(C(=O)N2CCN(C)C(C)C2)ccc1OC1CCN(C(C)=O)CC1 (stereo unspecified),i,1
CC(=O)Nc1ccc(NC(=O)COc2ccc(Br)cc2C)cc1,i,-18
CCOc1cc(N2CCOCC2)c(OCC)cc1NC(=O)c1nc2nc(C)cc(C)n2n1,i,-16
CCNC(=O)CC1SC(=Nc2ccccc2C)N(C)C1=O (stereo unspecified),i,0
S=c1[nH]nc(-c2ccco2)n1C1CCCCC1,i,9
COc1cc(C=O)ccc1OCCOc1ccccc1[N+](=O)[O-],i,11
COCCNc1ncnc2c1nc1n2CCCC1,i,/
Cc1noc(C)c1C(=O)Nc1ccc(C#N)cc1,i,-3
O=C(CN1C2=NCCN2c2ccccc21)N1CCOCC1,i,7
O=C(Nc1nnc(-c2ccccc2)o1)c1nc2ccccc2s1,i,6
CCS(=O)(=O)N1CCN(c2cc3c(cc2[N+](=O)[O-])n(C)c(=O)n3C)CC1,i,-14
COc1cc2c(cc1NC(=O)CN1CCN(S(=O)(=O)c3ccc(F)cc3)CC1)oc1ccccc12,i,-18

# Some of these compounds in order of molecular weight, smallest number first:
SMILES,CHT PAM,OX1R antagonist
O=C(CN1C2=NCCN2c2ccccc21)N1CCOCC1,i,7
O=C(Nc1nnc(-c2ccccc2)o1)c1nc2ccccc2s1,i,6
CC(=O)Nc1ccc(NC(=O)COc2ccc(Br)cc2C)cc1,i,-18
CCS(=O)(=O)N1CCN(c2cc3c(cc2[N+](=O)[O-])n(C)c(=O)n3C)CC1,i,-14
CCOc1cc(N2CCOCC2)c(OCC)cc1NC(=O)c1nc2nc(C)cc(C)n2n1,i,-16
COc1cc2c(cc1NC(=O)CN1CCN(S(=O)(=O)c3ccc(F)cc3)CC1)oc1ccccc12,i,-18

# Additional structures:
SMILES,CHT PAM,OX1R antagonist
CCN(CC)C(=O)CN1C(=O)C2(OCC(C)(C)CO2)c2ccccc21,/,-15
CCOc1ccc(NCc2nc3ccccc3n2CCOc2ccccc2)cc1,i,-9
CCC(=O)OCCCCCCOc1ccc(C(=O)O)cc1,i,-12
N#Cc1ccc(COc2cccc3cccnc23)cc1,i,-25
CCCCCCOc1ccc(/C(C)=N/NC2=NCCN2)cc1[N+](=O)[O-],i,-6
COc1ccc(OC)c2[nH]c(=O)c(CCNS(=O)(=O)c3ccc(Cl)cc3)cc12,i,-33
CCc1nc(NC(=O)Cc2csc(C)n2)sc1C(=O)OC,i,-2
Cc1ccc(-n2ncc3c(=O)n(CC(=O)N(C)C)cnc32)cc1,i,-11
Cc1ccc(CCNS(=O)(=O)c2ccc3c(c2)C(C)(C)C(=O)N3C)cc1,i,-43
O=C(/C=C/c1ccc(Br)cc1)N1CCN(Cc2ccccc2)CC1,i,-1
CCOC(=O)CSc1nc2ccccc2c(=O)n1C,i,-27
Cc1cc(Nc2cccc([N+](=O)[O-])c2)c2cccc(C)c2n1,i,6
CC(=O)Nc1ccc(NC(=O)COc2ccc(S(=O)(=O)N3CCCC3)cc2C)cc1,i,-5
Clc1ccc2ncc(-c3nnnn3-c3ccccc3)c(-c3ccccc3)c2c1,i,11
COc1ccc(NC(=S)N/N=C/c2cccn2Cc2ccc(F)cc2Cl)cc1,i,-29
COc1ccccc1C(=O)Nc1cc2cc(Cl)ccc2oc1=O,i,-15
O=C(Nc1ccsc1C(=O)O)c1cccc(C(F)(F)F)c1,i,-9
Cc1ccc(Cn2c(=O)n(Cc3ccco3)c(=O)c3ccccc32)cc1,i,-22
CCCN(CC(=O)Nc1ccc(F)c(F)c1F)CC(=O)Nc1c(Cl)cccc1Cl,i,-16
O=C(Nc1ccc(Cl)cc1)c1cccs1,i,-10
NC(=O)c1oc2ccccc2c1NC(=O)C1COc2ccccc2O1 (stereo unspecified),i,-10
Cn1nnnc1SCCNCc1ccccc1OCc1ccccc1Cl,i,-26
O=C(c1ccc(Cl)c(S(=O)(=O)N2CCOCC2)c1)N1CCc2ccccc2C1,/,-9
O=C(COc1ncnc2ccccc12)Nc1ccccc1[N+](=O)[O-],i,-18
Cc1nn(C)cc1CNC(=O)CCC(=O)O,i,13
O=C(OCc1nc(-c2ccccc2Cl)no1)c1ccco1,/,-9
COCCNC(=O)C1CCCN(c2nn3c(=O)cc(C)nc3s2)C1 (stereo unspecified),i,-11
COc1cc(-c2cc(C(=O)Nc3cc(S(=O)(=O)N4CCOCC4)ccc3O)c3ccccc3n2)cc(OC)c1OC,/,11
Cc1cccc(NC(=O)c2cc(NC(=O)c3ccccc3)ccc2N2CCCCC2)c1,i,-23
COc1ccc(C(=O)c2ccccc2)cc1Br,i,-34
CC(C)(C)NC(=O)N1CCCC(C(=O)c2cccc(Cl)c2)C1 (stereo unspecified),i,0
CNCC[C@H](Oc1ccc(C(F)(F)F)cc1)c1ccccc1,i,-16
CCN(CC)C1CCN(C(=O)CCc2nnc(CCc3ccccc3)o2)C1 (stereo unspecified),i,-8
Cc1noc(C)c1S(=O)(=O)Nc1ccccc1Cl,i,-4
CC1=C(C)CC(C(=O)Nc2nc(-c3ccc(C)cc3C)c(C)s2)C(C(=O)O)C1 (stereo unspecified),i,-12
Cc1cc(C)cc(OCC(=O)OCC(=O)Nc2cc(S(=O)(=O)N3CCOCC3)ccc2C)c1,/,-6
CC(=O)Nc1ccc(S(=O)(=O)N2CCN(Cc3csc(C)n3)CC2)cc1,i,-2
CCCc1c(C(=O)N/N=C/c2c(OC)ccc3ccccc23)nnn1-c1nonc1N,i,18
Cc1ccc(C(=O)OCN2C(=O)c3ccccc3C2=O)c(O)c1,i,-13
CSCCC(NC(=O)c1ccc(C)o1)C(=O)O (stereo unspecified),i,-2
CCOc1ccc(-n2c(SCc3cc(=O)oc4cc(C)ccc34)nnc2-c2cccnc2)cc1,i,-20
C=CCNC(=O)c1ccc(C)c(Br)c1,i,0
COc1ccc(C(=O)N/C(=C/c2ccc(Cl)cc2)C(=O)Nc2ccc(C(=O)O)cc2)cc1,i,/
COC(=O)C1=C(C)NC(=O)/C1=C\c1ccco1,i,-3
N#Cc1c(-c2ccco2)nc(SCc2ccc(F)cc2)[nH]c1=O,i,-11
Cc1ccc(C(=O)NCC(c2ccco2)N2CCc3ccccc3C2)cc1 (stereo unspecified),i,-15
COC(=O)c1ccccc1S(=O)(=O)NNC(=O)Nc1ccccc1,i,-17
Nc1ccc(-c2nc3ccc(N)cc3s2)cc1,i,-19
O=C(NCc1ccco1)C1CCCN(S(=O)(=O)c2ccc(-n3cnnn3)cc2)C1 (stereo unspecified),i,-11
CCC(=O)NC(=S)Nc1ccc(N2CCN(C(=O)c3ccc(Cl)cc3)CC2)cc1,i,-7
CCOC(=O)c1[nH]c2cc3c(cc2c1NC(=O)CN1CCC2(CC1)OCCO2)OCO3,i,-27
Cc1cc(NC(=O)CSc2nc(C3CCCCC3)nc3ccccc23)no1,i,-37
Cc1ccc(S(=O)(=O)N(C)CC(=O)N2CCCC2)cc1,i,-3
COc1cc(Cl)c(C)cc1NC(=O)c1cc(S(=O)(=O)N(C)C)ccc1N1CCCC1,i,-34
CCOc1cc(C2C(C#N)=C(N)Oc3n[nH]c(CC)c32)ccc1OCCN1CCOCC1 (stereo unspecified),i,-5
Cc1c(C(=O)Nc2ccc(F)cc2)cn2c(nc3ccccc32)c1C#N,i,-18
Cc1ccc(NC(=O)CCS(=O)(=O)c2ccc(Br)cc2)nc1,i,-7
CC(C)NC(=O)c1ccc(-c2cc(C(F)(F)F)ccc2Cl)o1,i,-23
CCCc1cc(=O)n2[nH]c(SCc3ccc(Cl)cc3)nc2n1,i,13
O=C1C2CCCN2C(c2ccc(F)cc2)N1c1ccc(Cl)cc1 (stereo unspecified),i,-13

# More compounds follow.
SMILES,CHT PAM,OX1R antagonist
Cc1noc(C)c1COc1cccc(C(=O)Nc2ccc(Br)cc2F)c1,/,-14
[O-][N+]1=c2ccc(Nc3ccccc3)cc2=NC12CCCCC2,i,-10
CCC(c1nnc(SCC(=O)NCCc2ccc(OC)c(OC)c2)n1Cc1ccccc1)N(C)C (stereo unspecified),i,-29
CCCCCOc1ccc(C(O)C(CN2CCOCC2)c2ccccc2)cc1 (stereo unspecified),i,/
CCCCN(Cc1cc2cc(OC)ccc2[nH]c1=O)S(=O)(=O)c1ccc(C)cc1,i,-13
Cc1nccn1Cc1cccc2ccccc12,i,-8
Cc1c(NC(=O)CN2CCN(C(c3ccccc3)c3ccccc3)CC2)c(=O)n(-c2ccccc2)n1C,i,-6
Cc1ncoc1C(=O)NC1CC(C)(C)Cc2c1cnn2-c1ccc(F)cc1 (stereo unspecified),i,-18
COCC(C)n1c(C)cc(C(=O)CSc2nnc(Nc3ccccc3F)s2)c1C (stereo unspecified),i,-10
COc1ccc(N(CC(=O)Nc2ccccc2OC)S(=O)(=O)c2ccc(NC(C)=O)cc2)cc1,i,-34
COc1ccccc1CNC(=O)C(C)n1nc(C)n2c(cc3occc32)c1=O (stereo unspecified),i,-37
S=C(N/N=C/c1ccc2ncccc2c1)Nc1cccnc1,i,-17
CCCCOC(=O)CSc1nnc(-c2ccc(Cl)cc2Cl)o1,i,-13
O=C(c1ccc(CS(=O)(=O)c2cccc(C(F)(F)F)c2)o1)N1CCN(c2ccccn2)CC1,i,-9
O=C(CCNC(=O)c1ccc(Br)cc1)Nc1cccc(S(=O)(=O)N2CCCCCC2)c1,i,-41
O=[N+]([O-])c1cccc(-c2nnn(C34CC5CC(CC(C5)C3)C4)n2)c1,i,-7
CC(=O)Nc1ccccc1C(F)(F)F,i,-1
Cn1c(=O)c2cc(S(=O)(=O)NC(C(=O)N3CCCCCC3)c3ccccc3)ccc2n(C)c1=O (stereo unspecified),i,-30
CCC(=O)c1cn(CC(=O)Nc2ccc(OC)cc2)c2ccccc12,i,8
O=C(CNC(=O)c1ccc(Cl)cc1)OCn1nnc2ccccc2c1=O,/,-3
CN1C(=O)/C(=C/c2ccccc2F)Sc2ccc(C(=O)N3CCCC3)cc21,i,-28
COc1ccc(NC(=O)C2CCCN(C(=O)c3ccc(Cl)cc3)C2)cc1S(=O)(=O)N(C)C (stereo unspecified),/,-20
COc1ncnc(OC)c1S(=O)(=O)Nc1ccc(C(F)(F)F)cc1,i,1
CCOCCCNC(=S)N(CCN(C)C)Cc1cc2cc3c(cc2[nH]c1=O)OCCO3,i,-11
O=C(COC(=O)c1cc(=O)[nH]c2ccccc12)Nc1nc(-c2cccc(Br)c2)cs1,i,-26
O=C(OCC(=O)N1CCC(Cc2ccccc2)CC1)c1cc(Br)ccc1O,/,-14
CC1CCCC(NC(=O)c2n[nH]c(=O)c3ccccc23)C1C (stereo unspecified),i,-18
C=CCOC(=O)C(=O)/C=C/c1csc2ccccc12,i,-13
N#Cc1c(SCC(=O)Nc2nc3ccccc3s2)sc2c(O)cc(=O)[nH]c12,/,16
CC(=O)Nc1cc2c(cc1NC(=O)c1cnccn1)OCCO2,i,-16
COc1ccc(CN(C)CC(=O)NC(=O)NC2CCCCC2)cc1,/,-20
